# Bioassay records from PubChem BioAssay.
# HCV inhibitor = inhibitors of hepatitis C virus infection. Huh7.5.1 HCVcc-Cre infection, luciferase reporter, 44 h. Potency, µM (top dose mostly 41.8 µM), for inactives: top-dose activity change, negative = inhibition, most hits filed as inhibitors. hit rate 3.4% among 340,000. AID 651820
#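 Luciferase read-out (15 sec integration) after a 15 min room-temperature substrate step quantifies HCVcc-Cre infection. Cells, 1,000 per well, had compound added 4 h post-plating, then virus at ~0.5 moi, and were cultured 44 h.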
# LmPK inh = inhibitors of Leishmania mexicana pyruvate kinase; purified LmPK, Kinase-Glo ATP luminescence, 1 h; Potency, µM (top dose mostly 57.5 µM), for inactives: top-dose activity change, negative = inhibition, usual class: inhibitors; hit rate 0.37% among 290,000
# Target sequence (Q27686 whole entry, looked up): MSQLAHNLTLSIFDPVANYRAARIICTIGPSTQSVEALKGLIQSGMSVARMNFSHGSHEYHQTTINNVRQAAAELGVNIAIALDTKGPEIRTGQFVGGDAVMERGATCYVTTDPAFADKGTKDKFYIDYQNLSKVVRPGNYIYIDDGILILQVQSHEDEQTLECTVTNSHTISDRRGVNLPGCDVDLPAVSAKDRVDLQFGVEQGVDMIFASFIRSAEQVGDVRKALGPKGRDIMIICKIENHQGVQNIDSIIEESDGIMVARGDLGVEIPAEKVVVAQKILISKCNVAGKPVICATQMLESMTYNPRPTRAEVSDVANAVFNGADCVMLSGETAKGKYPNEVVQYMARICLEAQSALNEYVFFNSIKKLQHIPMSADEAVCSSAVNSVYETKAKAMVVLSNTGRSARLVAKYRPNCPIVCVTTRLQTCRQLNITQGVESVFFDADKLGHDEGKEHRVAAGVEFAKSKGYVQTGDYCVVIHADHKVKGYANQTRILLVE
#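 Pyruvate kinase activity monitored as ATP production (luciferase luminescence). Conditions: 0.1 nM enzyme, 0.5 mM PEP, 0.1 mM ADP, 1 h, RT; normalized against uninhibited and no-enzyme wells.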
# Pf growth 96h = P. falciparum growth inhibition at 96 hours. P. falciparum luciferase reporter growth, 96 h. hit rate 6.9% among 320,000. Potency, µM (highest dose often 28.7 µM), for inactives: at the highest dose activity change, negative = inhibition, hits mostly inhibitors
#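 Infected RBCs, 2% Hct / 0.05% parasitemia final; luciferase-reporter P. falciparum; cpd 96 h, 37 C, 5% CO2; luciferase detection reagent; luminescence.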
# Tb PYK inh = T. brucei pyruvate kinase inhibition; Q57TT1; TbPYK enzyme, Kinase-Glo Plus ATP luminescence, 45 min; AID 624173; hit rate 0.12% among 410,000; Potency, µM (doses to about 76.8 µM), for inactives: at the top dose activity, negative = inhibition, usual class: inhibitors; also: nearly all actives have a fitted effect of over 50% in size
#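 Screened from lowest to highest concentration, compounds were pinned into TbPYK/substrate mixtures, and ADP (130 uM final) was added. Plates sat at room temperature for 45 min prior to Kinase-Glo Plus detection by luminescence.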
# Pf growth 48h = inhibits P. falciparum growth in the first generation, 48 h. P. falciparum luciferase growth in erythrocytes, 48 h. Potency, µM (series often up to 28.7 µM), for inactives: at the highest dose activity change, negative = inhibition, hits mostly inhibitors. hit rate 5.9% among 310,000. AID 504832
#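 Luciferase-expressing P. falciparum in infected erythrocytes (2% hematocrit, 0.1% parasitemia final) in RPMI 1640/0.5% Albumax were exposed to compound for 48 hours at 37 C, 5% CO2; growth read as luminescence.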
# Sm TGR block = inhibitors of Schistosoma mansoni thioredoxin glutathione reductase; Q962Y6; purified TGR, DTNB reduction, TNB absorbance 405 nm; Potency, µM (highest dose often 114 µM), without a hit: at the highest dose activity change, negative = inhibition, most hits filed as inhibitors; hit rate 3% among 360,000; also: nearly all actives have a fitted effect of over 60% in size
#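 First, TGR (20 nM dispensed) and NADPH were mixed with compound. Second, a 15 min room-temperature incubation followed. Third, further NADPH and then DTNB were added to start the reaction. Finally, TNB absorbance was monitored kinetically.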
# * hit, by the source's call; i = inactive; ? = inconclusive; . = not tested or not shown; & = joins results of further samples; [ ] = dose if it differs, or a comment. Calls follow the shape of the dose curve; as a rule, active = well fitted curve in the direction sought with a large enough effect; inconclusive = small, poorly fitted or top-dose-only effect, or another doubt; inactive = no such curve, though single readings can be large; an effect the other way counts as inactive or inconclusive. % is scaled to controls: 0 for no effect and ±100 for the full control effect; potency is read from the fitted curve at half-maximal effect.
# Values run as follows: HCV inhibitor	LmPK inh	Pf growth 96h	Tb PYK inh	Pf growth 48h	Sm TGR block
> O=C(CSc1nc(-c2ccc(F)cc2)cc(C(F)(F)F)n1)NCc1cccs1
    9%	1%	3.3µM*	1%	-8%	3%
> CC(=O)C(Sc1nnnn1-c1ccccc1)C(C)=O
    14%	0%	22%	-5%	39%	-2%
> CN1C(=O)C(=Cc2sc(=O)n(-c3ccccc3)c2N2CCCCC2)C(=O)N(C)C1=O
    -2%	-3%	?	-2%	?	-26%
> COc1ccccc1C1C(C#N)=C(N)Oc2cc(C)n(CCCn3ccnc3)c(=O)c21 (centres undefined)
    12%	1%	.	6%	-8%	50µM*
> O=C(Nc1cc(S(=O)(=O)N2CCOCC2)ccc1N1CCOCC1)c1ccc(S(=O)(=O)N2CCCCC2)cc1
    -22%	7%	?	-1%	12µM*	18%
> COC(=O)c1cc2nc(-c3ccc(OC)cc3)cc(C(F)(F)F)n2n1
    3%	3%	3%	-5%	0%	9%
> c1cc(-c2nsc(-c3ccncc3)n2)ccn1
    1%	-4%	0%	-24%	?	6%
> Cc1ccc(NC(=O)C2CCC(=O)N2C(=O)OCc2ccccc2)cc1 (centres undefined)
    10%	4%	-7%	-3%	24%	-3%
> CC(=O)Nc1ccc(S(=O)(=O)N(C)CC(=O)OCC(=O)N2CCc3ccccc32)cc1
    2%	2%	.	0%	2%	-34%
> Cc1noc(C)c1C(=O)OCC(=O)Nc1cccc(S(N)(=O)=O)c1
    10%	-4%	-3%	6%	8%	-1%
> COc1ccc(S(=O)(=O)N2CCCC2C(=O)Nc2nc3c(s2)CCCC3)cc1 (centres undefined)
    ?	0%	30%[activator]	-7%	?	-18%
> COc1cccc(-c2cc(C(=O)Nc3cnn(Cc4ccc(F)cc4)c3)no2)c1
    -4%	4%	2.1µM*	-10%	5%	-1%
> COc1ccccc1-n1cnc2cc(NC(=O)c3ccco3)ccc21
    ?	5%	.	-8%	-19%	-25%
> COc1ccc(Br)cc1CNC(=O)Cc1c(C(=O)O)[nH]c2ccc(Cl)cc12
    4%	11%	128%[activator]	-10%	31%[activator]	-6%
> CCOc1ccccc1CNC(=O)C1Cc2cc(S(=O)(=O)N3CCCCC3)ccc2N1C(C)=O (centres undefined)
    ?	-5%	?	-6%	-20%	-19%
> CN(Cc1ccccc1)C(=O)CSc1nc2ccccc2[nH]1
    2%	-1%	9%	-3%	15%	0%
> C[C@@]12CCC=C[C@H]1[C@H](c1ccc3ccccc3c1)N(Cc1ccccc1)C2=O
    ?	0%	9.3µM*	-3%	?	-18%
> CCC/C(=N\NC(=O)c1ccc(CSc2nncn2C)cc1)c1ccccc1
    19%	-4%	-6%	2%	-9%	-7%
> O=C(Cn1ncc2c1-c1ccccc1OC2)N1CCN(Cc2ccccc2)CC1
    -3%	4%	9%	5%	-6%	-26%
> COc1ccc(CNCCC(c2ccc(F)cc2)c2ccc(OC(C)C)cc2)cc1OC (centres undefined)
    ?	9%	12µM*	-6%	13µM*	18%

# Whole records, quoted from the list. Values in the order: HCV inhibitor | LmPK inh | Pf growth 96h | Tb PYK inh | Pf growth 48h | Sm TGR block
# CCOc1ccccc1CNC(=O)C1Cc2cc(S(=O)(=O)N3CCCCC3)ccc2N1C(C)=O (centres undefined) is listed with ? | -5% | ? | -6% | -20% | -19%
# COc1ccccc1-n1cnc2cc(NC(=O)c3ccco3)ccc21 is listed with ? | 5% | . | -8% | -19% | -25%

# Continuation.
# Values run as follows: HCV inhibitor	LmPK inh	Pf growth 96h	Tb PYK inh	Pf growth 48h	Sm TGR block
> Cc1nc(CCNC(=O)CC2C(=O)NCCN2Cc2ccoc2)nc2c1CCCC2 (centres undefined)
    4%	-2%	?	5%	22%	28µM*
> COc1ccccc1N1CCN(CCN(C(=O)C2CCCCC2)c2ccccn2)CC1
    ?	.	.	7%&3%	?	4%
> CC(=O)Nc1ccc(NC(=O)CSc2nnc(NC(=O)c3ccco3)s2)cc1
    .	-14%	2%	-17%	8%	0%
> CCN(CC)S(=O)(=O)c1cccc(-c2nnc(-c3ccc(C)cc3)o2)c1
    ?	4%	.	7%	-22%	20%
> CN(C)CCCN(C(=O)COc1ccc(Cl)cc1)c1nc2c(F)cccc2s1
    3%	1%[11.5 µM]	-9%	5%	-9%	-1%
> COc1cc(/C=C/C(=O)O)cc(S(=O)(=O)NC2CC2)c1OC
    13%	1%	23%	-1%	8%	-7%
> COCCN(C(=O)CSc1ncc(C(F)(F)F)cc1Cl)c1c(N)n(Cc2ccccc2)c(=O)[nH]c1=O
    5%	2%	13%	-4%	-12%	-7%
> CCN(CC)CCCNC(=O)Cn1cnc2sc(C)c(S(=O)(=O)N3CCN(c4ncccn4)CC3)c2c1=O
    -2%	0%[11.5 µM]	3%	-23%	14%	-1%
> COc1ccc(N(CC(=O)N2CCc3ccccc3C2)S(C)(=O)=O)cc1OC
    14%	-6%	-19%	2%	.	-18%
> C=CCNCCCCOc1ccc(C)cc1[N+](=O)[O-]
    26%	0%	83%[activator]	10%	36%[activator]	-1%
> O=C(NC1CCCCC1)NC12CC3CC(CC(C3)C1)C2
    2%	2%	0%	4%	-2%	3%
> CCOC(=O)C1CCN(Cc2cnc(Oc3ccc(N)cc3)s2)CC1
    11%	0%	59%[activator]	0%	2%	6%
> O=C(CCc1ccccc1)OCC(=O)c1ccc(Br)cc1
    0%	0%	26%	-5%	17%	0%
> CCCn1c(SCC(=O)Nc2ccccc2Cl)n[nH]c1=O
    21%	-4%	?	-7%	?	11%
> O=C(NC(=O)N1CCCCC1)c1ccc(Cl)cc1
    20%	-5%	?	-6%	21%	3%
> COC(=O)c1ccc(NC(=S)NC(=O)c2c(Cl)cnn2C)cc1
    14%	0%	?	-17%	?	-3%
> Cc1nc(Nc2ccccc2)[nH]c(=O)c1CCC(C)C
    -2%	-4%	.	.	?	4%
> COc1ccc(N(CC(=O)Nc2ccccc2SC)S(C)(=O)=O)cc1OC
    11%	-9%	.	.	0%	5%
> COc1cc(/C=N/n2cnnc2)ccc1OC(=O)N(C)C
    6%	3%	?	0%	-16%	17%
> Cc1cc(NC(=O)CSc2nc(-c3cccs3)nc3ccccc23)no1
    ?	.	65%[activator]	1%	?	-9%

# By substructure: those above with a COOH group (two)
# Values run as follows: HCV inhibitor	LmPK inh	Pf growth 96h	Tb PYK inh	Pf growth 48h	Sm TGR block
> COc1ccc(Br)cc1CNC(=O)Cc1c(C(=O)O)[nH]c2ccc(Cl)cc12
    4%	11%	128%[activator]	-10%	31%[activator]	-6%
> COc1cc(/C=C/C(=O)O)cc(S(=O)(=O)NC2CC2)c1OC
    13%	1%	23%	-1%	8%	-7%

# Going on with the list.
# Values run as follows: HCV inhibitor	LmPK inh	Pf growth 96h	Tb PYK inh	Pf growth 48h	Sm TGR block
> CN(C)Cc1c(C(=O)Nc2ccccc2)[nH]c2ccccc12
    -13%	.	9.3µM*	-1%	2.9µM*	-4%
> Cc1cc(C)c2c(-n3cccc3)c(C(=O)NNS(=O)(=O)c3ccc(F)cc3)sc2n1
    8%	-1%	51%[activator]	3%	32%[activator]	11%
> Cc1nc2sc(C(c3ccc(Cl)cc3)N3CCN(c4ccccc4F)CC3)c(O)n2n1 (centres undefined)
    -6%	5%	?	-2%	11%	14%
> Cc1cc(-n2c(=S)sc3c(=O)n(-c4ccc(F)cc4)c(SCC(=O)O)nc32)ccc1Cl
    -5%	12%	10%	2%	-3%	-1%
> O=C(O)COc1ccccc1/C=C1\SC(=Nc2ccc(F)cc2)N(c2ccc(F)cc2)C1=O
    2%	2%	?	0%	10µM*	16%
> Cc1cc2ncc(C(=O)N=CN(C)C)cn2n1
    6%	-10%	-6%	1%	-11%	6%
> Cc1cc(-n2c(SCCC#N)nnc2-c2cccnc2)ccc1Cl
    16%	2%	235%[activator]	5%	-19%	4%
> COc1ccc(/C=C2\SC(=O)N=C2N)cc1OC
    -3%	-2%	-20%	-14%	?	-19%
> CC(=O)c1ccc(S(=O)c2ccccc2)cc1 (centres undefined)
    9%	2%	-1%	3%	-8%	-8%
> Cc1ccc(CN2CC(C(=O)N3CC=C(c4ccccc4)CC3)CC2=O)cc1 (centres undefined)
    ?	-5%	?	1%	-23%	-22%
> CCN(CC)CC1(O)CCN(C(=O)c2ccc(Cl)c(Cl)c2)CC1
    -15%	-1%	-7%	0%	-18%	-11%
> CCn1c(SCC(=O)N2CCCCC2C)nnc1-c1ccc(S(=O)(=O)N2CCN(C)CC2)cc1 (centres undefined)
    6%	-3%	.	0%	-25%	3%
> COc1ccc2nc(-c3ccccc3)cc(C(=O)OCC(=O)NC3CC3)c2c1
    -13%	.	20%	-4%	6%	-12%
> COc1ccc(N2C(=O)C(CC(N)=O)N(NC(=O)c3cccc(OC)c3)C2=S)cc1 (centres undefined)
    6%	7%	-17%	0%	352%[activator]	-16%
> CNC(=O)Nc1ccc(C(O)(C(=O)OC)C(F)(F)F)cc1 (centres undefined)
    15%	-3%	57%[activator]	0%	14%	-1%
> CCCCNC(=O)c1ccccc1SCc1c(C)noc1C
    -2%	-4%	61%[activator]	-2%	2%	10%
> CC(NC(=O)C1CC12CCC2)c1ccccc1 (centres undefined)
    6%	-1%	36%[activator]	6%	9%	2%
> CN(C)CCCNc1oc(-c2cccc(Cl)c2)nc1C#N
    ?	-13%	.	0%	-28%	6%
> Cc1ccc(NC(=O)NC(=O)COc2ccccc2C(N)=O)c(C)c1
    5%	.	-12%	0%	21%	-10%
> Cc1nc2nc(-c3ccccc3)[nH]n2c(=O)c1Cc1ccccc1
    13%	8%	.	-7%	31%[activator]	?
> Cc1nc(C#N)c(N/N=C/c2c(F)cccc2Cl)o1
    1%[8.37 µM]	-10%	30%	-5%	68%[activator]	-4%
> CCOC(=O)c1ccc(NC(=O)N2CCN(C(=O)C3CCCO3)CC2)cc1 (centres undefined)
    -8%	-7%	?	0%	-26%	1%
> CC(C)(C)C1C/C(=C/c2ccco2)C(=O)/C(=C/c2ccco2)C1 (centres undefined)
    ?	3%	13µM*	-5%	-11%	40µM*
> Cc1ccc(OCC(=O)Nc2cc(NC(=O)COc3ccc(C)c(C)c3)cc(C(=O)O)c2)cc1C
    13%	1%	39%[activator]	-1%	32%[activator]	0%
> COc1ccc(NC(=O)N2CCc3cc(OC)c(OC)cc3C2)cc1
    ?	-2%	101%[activator]	-8%	-10%	-21%
> Cc1cccc2cccnc12
    14%	.	-10%	-1%	20%	-5%
> COc1cccc(-c2nnc(-c3ccc(C(F)(F)F)cc3)o2)c1OC
    5%	3%	9%	-7%	169%[activator]	-20%
> COc1ccc(N=Cc2c(O)ccc3ccccc23)cc1
    23%	0%	14%	-6%	10%	?
> Cc1nn(C)cc1CN(C)C(=O)c1sc2cccc(Cl)c2c1Cl
    3%	-3%	?	-5%	52%[activator]	-7%
> Cc1ccc2nc(NC(=O)COC(=O)c3ccc(Br)o3)sc2c1
    1%	2%	1.2µM*	-14%	19%	-2%
> O=C(CSc1nc2c(c(C(F)(F)F)n1)CCc1ccccc1-2)NCc1ccccc1
    -5%	5%	21%	3%	-11%	4%
> Cc1cccc2nc(CSCc3ccco3)cn12
    13%	-18%	i	6%	64%[activator]	28µM*
> O=C1/C(=C/C=C/c2ccco2)SC(=S)N1NS(=O)(=O)c1ccccc1
    13%	4%	-4%	-13%	10%	1.8µM*
> CC1CCc2c(sc(/N=C/c3cccnc3)c2C(N)=O)C1 (centres undefined)
    -15%	3%	?	-24%	17%	?
> Cc1noc(C)c1S(=O)(=O)N1CCC(C(=O)Nc2ccc(OC(F)(F)F)cc2)CC1
    -30%	3%	55%[activator]	-1%	.	-4%
> CC(=O)Oc1ccccc1/C=C/c1nc2ccccc2c(=O)o1
    7%	-8%	35%[activator]	5%	1.5µM*	1%
> C/C(=C\C(=O)c1ccc(Br)cc1)NCc1ccccc1
    11%	-5%	-5%	1%	.	1%
